# High-throughput results: PubChem, several laboratories
# KLK5 inh – blocks human kallikrein 5 protease activity | AID 873 | recombinant hK5, fluorogenic AMC substrate cleavage | inhibition, % at 5 µM | 210,000 compounds, 0.59% hits;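 active means inhibition of 40% or more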;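 further: 0% = enzyme controls without compound and 100% = no-enzyme blanks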
# Target sequence (Q9Y337 67-293 limits assumed): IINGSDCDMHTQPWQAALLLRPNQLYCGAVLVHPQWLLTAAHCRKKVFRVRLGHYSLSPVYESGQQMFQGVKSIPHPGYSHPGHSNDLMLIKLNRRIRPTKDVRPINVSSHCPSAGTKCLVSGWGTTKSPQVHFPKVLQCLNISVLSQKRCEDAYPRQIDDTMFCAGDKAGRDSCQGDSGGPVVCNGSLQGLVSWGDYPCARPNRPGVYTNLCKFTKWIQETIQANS
# Rad51 HR inh – Rad51 (human) homologous recombination inhibition; 200,000 compounds, 0.085% hits; inhibition, % at 10 µM; hRad51 DNA strand exchange, fluorescence dequenching;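 active means inhibition above 40% at the single screening dose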;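 further: 0% = DMSO control wells and 100% = blanks with heterologous ssDNA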
#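 System: human Rad51 nucleoprotein filaments preassembled on unlabelled ssDNA. Reagent: labelled 47-mer dsDNA for strand exchange. Schedule: 30-min compound preincubation and 15-min exchange, both room temperature. Measured by: FRET fluorescence dequenching, excitation 485 nm, emission 520 nm. Read-out: Fluorescence-based percent inhibition, control- and blank-normalised. Benchmarks: plate controls and plate blanks.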
# Thrombin inh – blocks human thrombin protease activity. P00734. AID 1046. inhibition, % at 5 µM. alpha-thrombin, Boc-VPR-AMC fluorogenic substrate cleavage. 220,000 compounds, 0.26% hits;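 active means inhibition at or above 40%; inactive means inhibition below 40%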;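 further: 0% = enzyme with no compound and 100% = wells without enzyme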
#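 Assay system: human alpha-thrombin enzyme. Reagent: Boc-VPR-AMC substrate, 15 µM final. Compound dosing: one concentration per compound, 5 µM, with 0.2% DMSO. Incubation: room-temperature reaction. Technique: AMC fluorescence, 355/460 nm. Measure: % inhibition relative to enzyme controls and enzyme-free blanks.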
# FXIIa inh 1536 – inhibitors of human coagulation factor XIIa. purified FXIIa, Boc-QGR-AMC fluorogenic substrate, 2 h. inhibition, % at 5 µM. 220,000 compounds, 0.3% hits. P00748; in the data active means inhibition above about 40%;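 further: 0% = enzyme with no compound and 100% = blank without enzyme; many of its hits are not listed in these tables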
# KCC2 mod – modulators of human KCC2 chloride dependent transport. Q9H2X9. KCC2 cells, thallium flux FluoZin-2 fluorescence. B-score of Tl+ flux slope (higher = more flux/activation; lower = inhibition) at 10 µM. 190,000 compounds, 2.2% hits;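 active means thallium flux slope and its plate-corrected score both differing from the plate sample mean at a set confidence after two filtering rounds, in either direction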;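 further: slope of fluorescence scaled to starting intensity during 10 to 20 s after thallium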
# Furin inh – human furin inhibition; purified furin, fluorogenic substrate cleavage; inhibition, % at 30 µM; 220,000 compounds, 0.061% hits; in the data active means inhibition above about 25%; further: inactives centre near -15
# FXIa inh – factor XIa (human) inhibition. P03951. purified FXIa, Boc-Glu-Ala-Arg-AMC fluorogenic substrate. inhibition, % at 5 µM. 220,000 compounds, 0.14% hits. AID 798;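 active means inhibition of at least 40%; inactive means inhibition below 40%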;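 further: fluorescence of freed AMC excited at 355 nm; 0% = enzyme without compound and 100% = no enzyme blank; many of its hits are not listed in these tables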
# Target sequence (P03951 19-387 limits assumed): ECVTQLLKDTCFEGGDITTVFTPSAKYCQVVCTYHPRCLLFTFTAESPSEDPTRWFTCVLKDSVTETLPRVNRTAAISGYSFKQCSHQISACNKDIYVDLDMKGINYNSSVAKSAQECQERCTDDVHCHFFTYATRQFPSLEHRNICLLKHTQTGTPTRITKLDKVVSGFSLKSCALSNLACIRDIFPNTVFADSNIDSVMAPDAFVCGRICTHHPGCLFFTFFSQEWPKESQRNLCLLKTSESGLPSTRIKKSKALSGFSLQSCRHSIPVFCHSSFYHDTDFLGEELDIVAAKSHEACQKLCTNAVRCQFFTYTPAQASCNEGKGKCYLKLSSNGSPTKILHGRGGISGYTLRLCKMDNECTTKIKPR
# Target sequence (P03951 388-625 limits assumed): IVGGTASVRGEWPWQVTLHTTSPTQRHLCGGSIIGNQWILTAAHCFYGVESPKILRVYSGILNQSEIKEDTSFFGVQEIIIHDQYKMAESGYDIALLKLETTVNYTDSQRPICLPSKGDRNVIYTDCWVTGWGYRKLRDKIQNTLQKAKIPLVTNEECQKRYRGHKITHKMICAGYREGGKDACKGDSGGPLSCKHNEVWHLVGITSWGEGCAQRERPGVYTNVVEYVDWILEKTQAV
# PERK inhibitor – blocks human PERK kinase. 220,000 compounds, 0.17% hits. CHO PERK-DD fusion, SEAP luminescence translation reporter. inhibition, % at 5.6 µM;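 active means inhibition above the mean inhibition of all tested compounds plus 3 SD, set separately per screening campaign, cut at about 2.9% in these data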;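 further: PERK kinase domain activated by AP20187 dimerizer at 100 nM; 0% = DMSO with dimerizer and 100% = rapamycin at 8.4 µM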
# m-calpain inh – inhibitors of pig calpain II; purified calpain II, fluorogenic peptide substrate, 30 min; 220,000 compounds, 0.37% hits; inhibition, % at 16 µM;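 active means inhibition above about 50%, limit read from the data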
# Numbers without * were called inactive; i = inactive; . = no result given; [ ] = another dose, or the depositor's remark. Some of the compounds tested (hit frequency here may not be typical).
SMILES,KLK5 inh,Rad51 HR inh,Thrombin inh,FXIIa inh 1536,KCC2 mod,Furin inh,FXIa inh,PERK inhibitor,m-calpain inh
O=C(NCCCN1CCc2ccccc2C1)C1CCN(c2nnc(-n3cccc3)s2)CC1,-19,2,-5,13,-0.92,-20,-1,-0.4,-29
O=C(O)CCC(=O)N1CCN(c2nc(-c3ccccc3Cl)c3cc(Br)ccc3n2)CC1,-4,-8,4,9,.,-9[20 µM],3,-0.3,-161
Cc1cc(C)n(C(=O)CNc2ccccc2Cl)n1,2,-9,0,20,0.1,-2[20 µM],7,0.7,-13
Cc1ccc(NC(=O)c2ccccc2)cc1,-4,6,1,6,0.36,-14[20 µM],-2,1.9,-16
COC(=O)c1ccccc1NC(=O)Cc1nc(-c2ccccc2)sc1-c1ccc(C)cc1,-1,-9,0,2,1.2,-13,2,0.2,-46
CC1(C)Cc2c(cnn2-c2ccccc2)C(=O)/C1=N\NC(=O)c1ccccc1O,0,11,4,12,-0.2,-18[20 µM],2,-0.3,1
COc1cccc(/C=N/NC(=O)CNC(=O)c2ccc3c(c2)OCCO3)c1O,-38,4,0,3,-0.061,-11,16,0.5,-55
CCOC(=O)N1CCN(S(=O)(=O)c2cccc3cccnc23)CC1,-4,3,7,9,-0.39,-16,-2,-0.8,-11
Cc1ccc(/C=C2\SC(=S)N(Cc3ccccc3)C2=O)o1,-2,0,5,21,0.075,-8,7,1.5,6
FC(F)(F)c1nnc2ccc(NCn3nnc4ccccc43)nn12,2,2,-1,12,-0.53,-27[20 µM],6,0.4,-24
Cc1ccc(C(=O)C2CCNCC2)cc1,-7,5,4,8,1.4,-23,0,0.7,-3
CNC(=O)Cn1nc(-c2ccc(C)c(S(=O)(=O)N(C)C)c2)c2ccccc2c1=O,-2,6,4,14,-0.021,-10[20 µM],6,-0.8,-23
COc1ccc(/C(C)=N/OCC(=O)Nc2nc3ccccc3s2)cc1OC,-12,-2,-3,10,-0.48,-9,-1,0.1,0
Nc1cccnc1Sc1ccc([N+](=O)[O-])cn1,-9,18,1,16,.,9,4,0.6,21
Cc1onc(-c2c(Cl)cccc2Cl)c1NC(=O)NN(C)c1ccc([N+](=O)[O-])cn1,5,.,1,10,0.14,-33,4,0.0,3
CCOC(=O)CSc1nc2ccccc2c(=O)n1NC(=O)c1ccccc1,-3,-2,-25,-3,-0.012,-4[20 µM],0,-1.3,1
CNc1nc(C)c(C#N)cc1C(C)=O,-21,-1,1,-5,0.016,-25[20 µM],-7,1.1,-126
Cc1cccc(-n2ncc3c(NCCN4CCOCC4)ncnc32)c1,-21,-8,2,7,-0.11,-23,-2,0.3,-14
Cc1cc(/C=C2/NC(=O)NC2=O)c(C)n1-c1sc2c(c1C#N)CCCC2,-12,-4,1,18,-2.2,-2[20 µM],9,-0.9,-199
Cc1ccc(NC(=O)CSc2ccc(C(N)=O)cc2[N+](=O)[O-])cc1,-2,-13,-9,1,0.48,-15,-5,0.4,-14
Cc1nn(CCOc2ccccc2)c(=O)n1-c1ccccc1,3,-4,4,16,0.56,-13,2,0.1,-1
O=C(O)CCC(=O)NC1CCCCCCC1,6,-3,-5,6,1,-8[20 µM],-6,0.8,-18
CCOC(=O)CNc1nc(Oc2ccc(=O)n(C)n2)nc(N(CC)CC)n1,1,-5,-2,10,-0.61,-26,0,0.9,-3
CCOC(=O)C(C)Sc1nnc(CNC(=O)c2ccc(OC)cc2)n1C1CCCCC1 (centres undefined),-9,-5,-1,9,.,-8,-4,-0.4,-8
CCc1cc(C(=O)O)c(NC(=O)/C=C/c2ccc(OC)c(OC)c2)s1,8,7,8,.,-2.2,-23,2,0.3,-1

# (listing goes on)
SMILES,KLK5 inh,Rad51 HR inh,Thrombin inh,FXIIa inh 1536,KCC2 mod,Furin inh,FXIa inh,PERK inhibitor,m-calpain inh
C=CCNC(=S)N/N=C/c1cccc([N+](=O)[O-])c1,0,-1,.,9,1.2,-25,8,0.4,64*
COc1ccc(Cl)cc1-n1c(=S)sc2c(=O)[nH]c(SCC(=O)NCC3CCCO3)nc21 (centres undefined),6,-2,1,9,.,8,8,0.9,-16
O=C(O)CCC(NC(=S)Nc1ccccc1)C(=O)O (centres undefined),0,.,-8,1,-0.35,-4,-1,0.4,-4
CC1(C)Cc2ccccc2-c2nnc(-c3ccc4ccccc4n3)n21,-8,-8,2,14,-0.34,-4[20 µM],9,-1.1,12
CCOC(=O)c1c(C(=O)OCC)c(C)n(CCc2ccc(OC)c(OC)c2)c1C,-10,.,2,16,-0.7,-14,11,-0.8,-17
CCCCCCC(=O)N(O)C1CC(=O)N(c2ccc(F)cc2)C1=O (centres undefined),1,0,-1,7,0.37,-28,-4,0.9,1
CCOc1ncccc1C(=O)OC(C)C(=O)Nc1ccc(CC)cc1 (centres undefined),-1,-4,1,4,-0.53,-19,-1,0.8,9
O=C(CCOc1ccccc1)N1CCN(S(=O)(=O)c2cccs2)CC1,-5,3,-17,-11,-1.1,-20[20 µM],-5,0.6,1
Cc1c(NC(=O)C(=O)N/N=C/c2cccs2)c(=O)n(-c2ccccc2)n1C,-1,4,-5,0,-0.46,2,-2,1.1,7
CCOC(=O)C(NC(C)=O)C(=O)Nc1ccc(OC)cc1 (centres undefined),-8,6,-3,4,0.73,-23,-2,0.1,7
CC(C)(C)c1cc(CCC(=O)NN)cc(C(C)(C)C)c1O,-7,16,-15,6,0.091,-13,-4,0.6,-20
CCCCCCC1CC(CCc2nc(=S)[nH][nH]2)C(=O)O1 (centres undefined),-90,6,-3,5,1.1,-10,-6,1.4,27
O=C1CC(=O)C(n2cncn2)C(c2ccc(Cl)cc2)C1 (centres undefined),-21,-1,-7,3,1.3,-19[20 µM],-2,0.9,-6
Fc1ccc(CSc2ncnc3scc(-c4ccccc4)c23)cc1,-4,-4,-15,3,-0.19,-14,-5,1.0,-2
COc1ccc(NC(=O)CC2C(=O)N(c3cccc(OC)c3)C(=O)N2Cc2ccco2)cc1 (centres undefined),-6,4,1,10,-0.49,-23,1,0.1,8
CCOC(=O)c1cc(C#N)c(SCC(=O)OC)[nH]c1=O,0,5,0,1,-0.28,1,2,-0.2,-33
O=C(Nc1cccnc1)c1cc(-c2ccccc2O)on1,-3,-24,-2,1,1.3,-12,0,0.0,9
Cc1cc(N2CCN(C(=O)c3ccco3)CC2)c2ccccc2n1,4,-6,1,8,-1.8,-13,11,0.9,-7
Cc1csc2nc(CCNS(=O)(=O)c3ccc4c(c3)OCCO4)cn12,-11,-1,-5,3,-0.028,-16,3,0.4,7
COc1ccccc1NC(=O)CN1CCC(c2nc3ccccc3[nH]2)CC1,-3,-1,-14,1,-0.45,-19,-5,-0.9,-22
Cc1ccc(NC(=O)/C(=C/C=C/c2ccccc2)NC(=O)c2ccccc2)cc1,-4,-6,-11,9,-3.4,3,4,0.3,-24
COc1ccc(C(=O)NCC(=O)OC2CCCCC2=O)cc1 (centres undefined),0,-6,1,-1,-0.022,-22,-10,3.6*,21
N#C/C(=C\C=C\c1ccccc1)c1nc(-c2ccc3c(c2)OCO3)cs1,4,-168,-2,13,i,-7,11,1.1,-2
COc1cc2c(cc1OC)C(NC(=O)C(F)(F)F)CNC2=O (centres undefined),-6,-2,0,5,0.0062,-17,-1,1.3,-10
COc1ccc(S(=O)(=O)N2c3cc(C)ccc3OCC2C(C)(C)C)cc1 (centres undefined),4,1,1,-9,.,-1[20 µM],1,1.1,33

# One compound at a time, as listed above. Order of screens: KLK5 inh, Rad51 HR inh, Thrombin inh, FXIIa inh 1536, KCC2 mod, Furin inh, FXIa inh, PERK inhibitor, m-calpain inh
# Cc1ccc(NC(=O)/C(=C/C=C/c2ccccc2)NC(=O)c2ccccc2)cc1 across the screens: -4, -6, -11, 9, -3.4, 3, 4, 0.3, -24
# CCCCCCC(=O)N(O)C1CC(=O)N(c2ccc(F)cc2)C1=O (centres undefined) across the screens: 1, 0, -1, 7, 0.37, -28, -4, 0.9, 1

# Just FXIa inh (2 entries from above):
smiles | FXIa inh
Cc1cc(C)n(C(=O)CNc2ccccc2Cl)n1 | 7
Cc1cccc(-n2ncc3c(NCCN4CCOCC4)ncnc32)c1 | -2

# (continued)
SMILES,KLK5 inh,Rad51 HR inh,Thrombin inh,FXIIa inh 1536,KCC2 mod,Furin inh,FXIa inh,PERK inhibitor,m-calpain inh
O=C(c1ccc2c(c1)N(Cc1ccccc1)CCS2)N1CCCCC1,-36,1,-2,3,-0.61,-13,3,0.1,-223
O=C(COc1ccccc1)NC(NC(=S)Nc1ccccc1C(=O)O)C(Cl)(Cl)Cl (centres undefined),-7,-4,0,18,.,-13,14,1.5,-29
C/C(=N\N1CCN(Cc2ccccc2)CC1)c1ccco1,7,0,-4,10,0.32,-31,-2,1.0,-27
COCCn1c(CN2CCN(c3cccc(Cl)c3)CC2)nc2c1c(=O)n(C)c(=O)n2C,-10,2,-3,15,-0.044,-21,1,-0.5,-16
Cc1nnc(NC(=O)c2c(-c3ccccc3)noc2C)s1,1,-8,-3,7,1.3,-3[20 µM],-2,1.0,-22
O=C(CSCCO)Nc1ccc(C2CCCCC2)cc1,-16,1,2,15,-0.71,-16,3,0.5,-4
CN1/C(=C\C(=O)COC(=O)c2ccccc2O)C(C)(C)c2ccccc21,-3,4,-4,1,-1.8,-5,-2,0.5,12
COCCCNC(=O)Cn1cc(C(C)=O)c2ccccc21,-7,5,-5,1,0.25,16[20 µM],11,0.7,-58
CCc1ccc(NC(=O)c2n[nH]c(=O)c3ccccc23)cc1,4,-5,-4,2,0.68,-30,6,-0.2,-24
COc1ccc(OCCNc2cc(N3CCCCC3)ccc2[N+](=O)[O-])cc1,-1,.,3,7,-0.84,-16[20 µM],2,-0.8,-11
N#C/C(C(=O)c1ccccc1)=C1/CCCN1,-3,0,3,10,0.006,-27,0,0.8,4
CC(=O)n1nc(-c2ccccc2)nc1NCc1ccc(N(C)C)cc1,-24,5,61*,-7,1.6,-20,-6,0.0,19
CCN=C1SC(CC(=O)Nc2ccccc2OCC)C(=O)N1CC (centres undefined),-1,10,-1,-3,0.016,-20[20 µM],-4,-0.1,4
CCOC(=O)C1(CC2CCCCO2)CCN(Cc2cc(F)ccc2-n2cccn2)CC1 (centres undefined),0,0,-3,6,-0.096,-24,-3,0.1,-9
Nc1c(Cl)cc(S(N)(=O)=O)cc1S(N)(=O)=O,-11,3,-8,7,0.071,-23,-5,1.1,-2
Cc1cccnc1CN1CCN(C(=O)c2cc(COc3ccc4ncccc4c3)on2)CC1,.,9,1,11,.,-30,4,0.7,-20
C=CCNC(=O)Nc1ccc(Cl)cn1,-7,.,0,9,0.18,-5,9,0.4,14
O=C(CC1SC(=Nc2ccc(OC(F)F)cc2)N(CCN2CCOCC2)C1=O)Nc1ccc(F)cc1F (centres undefined),-5,1,-10,-3,-1.1,-10,-6,0.1,-9
O=C(N/N=C/c1ccncc1)c1cc([N+](=O)[O-])cc([N+](=O)[O-])c1,-12,1,-3,5,1.3,-23,-1,0.9,-3
CCOC(=O)c1c(C)[nH]c(C(=O)N/N=C\c2ccccc2O)c1C,-12,0,-4,25,-1.5,-24,26,0.5,-6

# Thrombin inh: hit marks shown above.
SMILES,KLK5 inh,Thrombin inh,FXIIa inh 1536,KCC2 mod,Furin inh,FXIa inh,PERK inhibitor,m-calpain inh
CC(=O)n1nc(-c2ccccc2)nc1NCc1ccc(N(C)C)cc1,-24,61*,-7,1.6,-20,-6,0.0,19
